Assay outcomes deposited in PubChem BioAssay by National Center for Advancing Translational Sciences (NCATS).
MLL CXXC-DNA inh – MLL CXXC-DNA interaction inhibition; Potency, µM (highest dose often 115 µM), for the others: at the highest dose activity change, negative = inhibition, actives largely listed as inhibitors; MLL-CXXC / FITC-HOXA9 DNA fluorescence polarization; 290,000 tested, 0.037% active; active = well fitted inhibition curve with a large enough effect in the polarisation, with a control signal flat, not every such curve was filed as active; inconclusive = small, poorly fitted or top-dose-only effect, or effect the other way, or a change in a side signal; inactive = no such curve, though single readings can be large or run the other way; the % refers to the polarisation; note: potency is the fitted concentration of half-maximal effect
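Steps: dispense CXXC domain solution (7 uM) → pin compounds or unlabeled HOX-A9 DNA control → 5 min ambient → add FLSN-HOX-A9 solution (50 nM) → spin → 30 min ambient → fluorescence polarization. Tris pH 7.5/NaCl/DTT/BSA buffer.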
GALK inhibitor – galactokinase (human) inhibition; P51570; Purified GALK, Kinase-Glo residual ATP luminescence; Potency, µM (highest dose often 57.5 µM), inactives show at the highest dose activity change, negative = inhibition, most hits filed as inhibitors; 270,000 tested, 0.007% active; note: potency is the fitted concentration of half-maximal effect; % is set by controls: 0 for no effect and ±100 for the full control effect
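Quantitative HTS: GALK 5 nM, ATP 35 uM, galactose 100 uM, 1 h room temperature, then luciferase-based ATP detection.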
Chronic BCR inh – blocks chronic active B-cell receptor signaling; ABC-DLBCL IkBa-CBG/CBR reporter, luminescence ratio, 4 h; Potency, µM (highest dose often 46.1 µM), for the others: top-dose ratio change, negative = lower green/red ratio, most hits filed as inhibitors; 340,000 tested, 0.05% active; AID 493014; active = well fitted inhibition curve with a large enough effect in the signal ratio, with a control signal flat, not every such curve was filed as active; inconclusive = small, poorly fitted or top-dose-only effect, or effect the other way, or a change in a side signal; the % refers to the signal ratio;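 note: potency is the fitted concentration of half-maximal effect; plate controls were basal doxycycline-induced cells for no effect and cells given 10 µM MG132 for full effect; MG132 reads +100%, hits lower the ratio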
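Compounds up to 46 uM were incubated four hours with TMD8 cells whose green CBG68 luciferase is fused to IkappaBalpha; red CBR luminescence normalised the signal, and concentration-effect curves were fitted to fusion, red and ratio data.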
Giardia kill – Giardia lamblia killing; activity change, % at 7.66 µM, hits read low; 340,000 tested, 0.15% active; Giardia lamblia trophozoite viability; AID 540267; in the data active = activity change below about -80%; inconclusive = between about -30% and that limit;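 note: parasites exposed to compound for two days anaerobically before the ATP read; % is set by controls: 0 for no effect and ±100 for the full control effect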
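Trophozoite viability was measured as ATP-dependent luminescence, read 15-30 min after reagent addition. Before that, parasites at 100 cells/well were exposed to compounds for 48 h, anaerobically, at 37 deg C.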
AT treatment – potential ataxia-telangiectasia treatment; 320,000 tested, 0.19% active; Potency, µM (highest dose often 57.5 µM), inactives show at the top dose activation, hits mostly activators; […] A-T fibroblasts, KAP-1 phosphorylation AlphaLISA; neocarzinostatin DNA damage 30 min before lysis; AID 485349; note: potency is the fitted concentration of half-maximal effect; % of control where 0% means no effect; nearly all actives have a fitted effect of over 45% in size
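ATM-like activity read as KAP-1 phosphorylation via AlphaLISA donor/acceptor antibody pairs after lysis and 6 hr at 25C. Cells were ATM-null patient fibroblasts ([…], hTERT), dosed 60 min, then exposed to the DSB inducer NCS for 30 min.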
TCR activator – activators of T cell receptors. primary human leukocytes, anti-CD3, IL-2 HTRF, 48 h. Potency, µM (titrated, usually from 9.22 µM), inactives show top-dose activation of IL-2 secretion, usual class: activators. 330,000 tested, under 10 active. AID 504894; note: % of control where 0% means no effect
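IL-2 produced over 48 hr by a-CD3 bead-stimulated primary human leukocytes exposed to compounds was detected with a homogeneous time-resolved FRET immunoassay, 665nm acceptor signal after 320nm excitation.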
TSHR antagonist – antagonists of human thyroid stimulating hormone receptor; P16473; TSHR-expressing cells, TSH-stimulated cAMP HTRF, 2 h; hits give low values; activity change, negative = inhibition, % at 11.5 µM; 330,000 tested, 0.2% active; AID 504810;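 active = activity change below a set negative limit, meaning inhibition stronger than a set level, cut at about -70% in these data; inconclusive = activity change between two set negative limits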; note: % is set by controls: 0 for no effect and ±100 for the full control effect
Target sequence (P16473 whole entry, looked up): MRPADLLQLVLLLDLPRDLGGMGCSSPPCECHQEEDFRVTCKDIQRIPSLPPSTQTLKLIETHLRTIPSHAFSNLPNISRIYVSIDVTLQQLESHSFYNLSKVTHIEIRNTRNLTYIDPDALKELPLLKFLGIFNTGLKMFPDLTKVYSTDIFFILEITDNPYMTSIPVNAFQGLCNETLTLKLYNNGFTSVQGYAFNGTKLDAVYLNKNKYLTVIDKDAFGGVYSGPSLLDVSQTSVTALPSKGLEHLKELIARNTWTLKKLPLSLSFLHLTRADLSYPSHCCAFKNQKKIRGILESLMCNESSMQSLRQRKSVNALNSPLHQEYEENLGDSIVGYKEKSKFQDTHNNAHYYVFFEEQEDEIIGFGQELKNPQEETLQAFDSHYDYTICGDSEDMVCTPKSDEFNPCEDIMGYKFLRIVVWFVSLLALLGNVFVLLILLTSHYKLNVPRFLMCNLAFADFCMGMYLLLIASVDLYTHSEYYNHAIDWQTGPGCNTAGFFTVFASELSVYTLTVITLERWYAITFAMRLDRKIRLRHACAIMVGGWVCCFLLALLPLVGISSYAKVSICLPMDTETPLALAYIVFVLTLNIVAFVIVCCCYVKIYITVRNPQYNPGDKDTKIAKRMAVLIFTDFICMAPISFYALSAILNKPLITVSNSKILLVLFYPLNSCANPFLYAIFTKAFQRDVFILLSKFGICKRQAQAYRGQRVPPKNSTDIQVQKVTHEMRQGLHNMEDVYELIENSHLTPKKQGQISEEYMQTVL
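TSHR-expressing cells were treated with compounds, then stimulated with TSH at EC80 (4nM final) for 2 hours at 37 deg C. Cellular cAMP was measured by HTRF competition between lysate cAMP and cAMP-d2 for a cryptate-labelled anti-cAMP antibody.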
hERG WT inh – KCNH2 (human, wildtype) channel inhibition | U2OS, BacMam KCNH2, thallium flux FluxOr; hits give low values | activity change, % at 1.84 µM | 340,000 tested, 0.37% active;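 active = maximum activity change below -70%; inconclusive = maximum activity change between -70% and -50%; inactive = maximum activity change above -50%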; note: % is set by controls: 0 for no effect and ±100 for the full control effect
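U2OS cells transduced with wild-type KCNH2 virus are loaded with FluxOr dye for 45 min, and thallium flux is measured in kinetic reads before and after stimulation buffer. Rate constants are normalized to DMSO controls.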
FBPA coupling cs – counter-screen for Giardia aldolase inhibitors: coupling enzyme system; coupling enzyme system counterscreen, AmpLite Red fluorescence; activity change, negative = inhibition, % at 58.2 µM, hits read low; 290,000 tested, 0.67% active; in the data active = activity change below about -30%; note: % is set by controls: 0 for no effect and ±100 for the full control effect
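First, compound is pin-transferred into glyceraldehyde-3-phosphate coupling-enzyme reagent at 57.5 uM final and held 10 min at RT. Next, substrate, coupling system and AmpLite Red are added. After 20 min RT, fluorescence (525/598 nm) is read.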
Tb PFK inh – blocks T. brucei phosphofructokinase | Potency, µM (top dose mostly 57.5 µM), for inactives: at the top dose activity, negative = inhibition, hits mostly inhibitors | O15648 | AID 485367 | T. brucei PFK, ADP-Glo luminescence | 330,000 tested, 0.17% active;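 note: potency is the fitted concentration of half-maximal effect; 0% = uninhibited 1x PFK enzyme wells and -100% = no-enzyme wells; nearly all actives have a fitted effect of over 60% in size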
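Compounds were pin-transferred as a titration series up to 57 uM into substrate buffer (0.5 mM F6P, 0.1 mM ATP, pH 8.0), then 1.25 nM PFK was added and reactions ran 45 min before ADP-Glo detection.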
* hit, by the source's call; ? = inconclusive; nt = no result given; [ ] = another dose, or the depositor's remark. Unless noted, calls come from the whole dose curve; as a rule, active = well fitted curve in the direction sought with a large enough effect; inconclusive = small, poorly fitted or top-dose-only effect, or another doubt; inactive = no such curve, though single readings can be large; an effect the other way counts as inactive or inconclusive.

SMILES	MLL CXXC-DNA inh	GALK inhibitor	Chronic BCR inh	Giardia kill	AT treatment	TCR activator	TSHR antagonist	hERG WT inh	FBPA coupling cs	Tb PFK inh
O=C(NNS(=O)(=O)c1ccc2ccccc2c1)c1cccnc1	4%	2%	4%	6	-5%	-1%[46.1 µM]	2	22	3	1%
C=CCn1c(SCc2nc3ccccc3c(=O)[nH]2)nc2scc(C3CC3)c2c1=O	-1%	nt	-1%	14	6%	-3%	22	1	3	1%
Cc1nc2nc(CC(=O)O)[nH]n2c(=O)c1[N+](=O)[O-]	-5%	-2%	-19%	-19	-23%	0%	5	0	0	10%
Cc1cc(C(=O)Nc2cccc([N+](=O)[O-])c2C)cs1	-4%	3%	-8%	5	5%	-2%	9	-4	0	-20%
Clc1ccc2c(c1)C(C1=NCCN1)c1ccccc1CS2 (configuration not stated)	-9%	0%	0%	0	-1%	-2%[46.1 µM]	-18	3	1	-1%
CCNC(=S)Nc1cc(C)ccn1	37%[activator]	2%	-4%	16	2%	2%[46.1 µM]	3	-24	0	6%
CCCNc1nc2c(c(=O)n(C)c(=O)n2C)n1Cc1ccc(F)cc1	7%	2%	?	16	-5%	3%	-9	-20	0	-10%
COc1ccc(CCNS(=O)(=O)c2ccc(Cl)cc2)cc1OC	4%	0%	?	33[activator]	3%	15%	-3	4	2	-10%
O=C(c1ccc(CS(=O)(=O)Cc2ccccc2)cc1)N1CCCCC1	-2%	2%	-1%	20	2%	-5%	-1	6	3	1%
CCOc1ccc(NS(=O)(=O)c2ccc3c(c2)n(C)c(=O)n3C)cc1	4%	3%	?	6	-4%	-21%	-1	-1	2	0%
CCCCN(C)CCNC(=O)C1CCN(S(=O)(=O)c2cccc3nsnc23)CC1	49%[activator]	-8%	-2%	1	-18%	0%	3	-18	nt	-4%
CCN(CC)S(=O)(=O)c1ccc(Cl)c(NC(=O)COC(=O)C2CCCCC2)c1	nt	nt	-3%	-12	5%	2%	10	11	nt	-7%
CNS(=O)(=O)c1cccc(C(=O)OCC(=O)Nc2ccc(OC)cc2[N+](=O)[O-])c1	9%	13%	-8%	-3	-2%	-3%	-8	nt	2	-7%
CC1(NC(=O)Cc2ccc(S(=O)(=O)N3CCOCC3)s2)CCS(=O)(=O)C1 (configuration not stated)	nt	nt	1%	-2	4%	-3%	0	5	nt	11%
CCOC(=O)NNc1ccc2nonc2c1[N+](=O)[O-]	40µM*	-1%	?	3	1%	4%	27	1	-44*	-1%
C=CCn1c(SCC(=O)Nc2ccc3c(c2)OCCO3)nnc1-c1ccccn1	2%	2%	-1%	0	1%	1%	2	-24	0	-1%
Cc1nc(C(=O)Nc2ccc(F)cc2)nn1-c1ccc([N+](=O)[O-])cc1	10%	-1%	9%	3	1%	2%	0	8	2	-10%
CCC(c1nnnn1Cc1ccco1)N(CCc1ccccc1)Cc1cc2cc(C)ccc2[nH]c1=O (configuration not stated)	14%	0%	?	-8	11%	10%	-16	3	-3	4%
CC1=C(C)CC(C(=O)Nc2nc(-c3ccc(F)cc3)c(C)s2)C(C(=O)O)C1 (configuration not stated)	11%	-2%	6%	-22	1%	-2%[46.1 µM]	-1	1	8	-2%
CC(C)n1c(SCC(=O)NCc2ccco2)nc2c1c(=O)n(C)c(=O)n2C	15%	0%	-6%	21	-2%	0%	-4	-2	-1	2%
COc1ccccc1N(C)S(=O)(=O)c1ccc(C)c(C(=O)N2CCCCCC2)c1	nt	nt	-2%	-4	-9%	-2%	-5	14	nt	6%
COc1cccc(/C=C2\SC(N3CCC(C)CC3)=NC2=O)c1OC	-6%	-2%	-11%	7	-2%	3%	-18	-3	-3	-18%
Cc1cc(C(=O)OCC(=O)NC2CCCC(C)C2C)c(C)o1 (configuration not stated)	nt	nt	0%	13	1%	7%	nt	-4	nt	0%
O=C(CSc1nc(=O)n2ccccc2n1)NCc1ccccc1Cl	nt	nt	?	0	1%	6%	0	-2	nt	-4%
Cc1cc(Cl)ccc1OC(C)C(=O)NCCc1ccc2c(c1)OCCO2 (configuration not stated)	3%	1%	?	-26	nt	-3%[46.1 µM]	3	-11	0	-1%
Cc1c(-c2cc[n+]([O-])cc2)oc2ccc(Br)cc2c1=O	2%	14%	8%	nt	-2%	nt	-5	nt	-1	8%
COc1ccc(C)cc1N(CC(=O)N/N=C/c1ccccc1C(=O)O)S(=O)(=O)c1ccccc1	-1%	1%	1%	7	3%	1%	2	-9	7	0%
CN(C)/C=C1\C(=O)N(c2ccc(Cl)cc2)CS1(=O)=O	-1%	-1%	14%	-22	2%	1%	5	1	0	1%
CCN(CC)c1ccc(C(=O)OCC(=O)Nc2ccc3[nH]c(=O)[nH]c3c2)cc1	9%	0%	-2%	-11	-1%	-5%	-11	18	-5	0%
O=C(Oc1ccc(F)cc1C(=O)/C=C/c1cccs1)c1cccc([N+](=O)[O-])c1	20%	-3%	?	-7	-2%	-5%	-8	-3	-1	-2%

Single entries from the entries so far:
O=C(c1ccc(CS(=O)(=O)Cc2ccccc2)cc1)N1CCCCC1 in FBPA coupling cs shows 3
CC(C)n1c(SCC(=O)NCc2ccco2)nc2c1c(=O)n(C)c(=O)n2C in Chronic BCR inh shows -6%
O=C(NNS(=O)(=O)c1ccc2ccccc2c1)c1cccnc1 in TCR activator shows -1%[46.1 µM]
C=CCn1c(SCC(=O)Nc2ccc3c(c2)OCCO3)nnc1-c1ccccn1 in TCR activator shows 1%

The results go on:
SMILES	MLL CXXC-DNA inh	GALK inhibitor	Chronic BCR inh	Giardia kill	AT treatment	TCR activator	TSHR antagonist	hERG WT inh	FBPA coupling cs	Tb PFK inh
O=C(NCC1CCCO1)c1cc(-c2ccccc2F)no1 (configuration not stated)	-7%	5%	?	13	0%	4%	10	-8	nt	1%
Cc1nc(C)n(C(C)CNC(=O)c2cccc(Br)c2)n1 (configuration not stated)	-8%	-3%	-1%	3	-1%	-1%	4	0	0	1%
CCOC(=O)c1c(-c2cccs2)csc1NC(=O)CN1CCOCC1	1%	-4%	0%	22	0%	9%	-4	1	5	6%
COc1ccc(C=O)cc1Cn1c(C)cc(C)c(C#N)c1=O	-1%	1%	-12%	-9	-2%	-4%	-2	9	-1	0%
O=C(N/N=C/c1cccc([N+](=O)[O-])c1)c1ccc(COc2ccccc2-c2ccccc2)cc1	1%	1%	-4%	-2	-2%	2%[46.1 µM]	-19	-3	-1	10%
COc1ccc(S(=O)(=O)Cc2ccc(C(=O)NCc3ccc(C)cc3)o2)cc1	3%	8%	1%	-14	-1%	-8%	-6	7	1	-3%
COc1ccccc1/C=C/C(=O)OCC(=O)Nc1ccc2c(c1)OCCO2	nt	nt	4%	-1	-2%	-6%	-5	-18	nt	12%
CCOC(=O)c1c(NC(=O)N/N=C/c2ccccc2OCC)sc(C(C)=O)c1C	13%	3%	-4%	12	5%	-5%	-2	17	1	?
CSc1nc(C)c(C(=O)C[n+]2ccccc2)cc1C#N	0%	0%	-5%	-15	-14%	-2%	-2	0	-1	0%
Cc1ccc(S(=O)(=O)N2CCCCCC2)cc1C(=O)NCc1ccccn1	5%	9%	8%	-2	5%	8%	14	6	1	3%
COc1ccc(OCC(=O)N2CCC3(CC2)CC(=O)c2ccccc2O3)cc1	nt	nt	-3%	-15	0%	2%	5	4	nt	-17%
Nc1nc(SCCO)[nH]c(=O)c1NC(=O)c1ccccc1F	2%	4%	2%	5	0%	2%	-5	-7	3	-2%
CCc1nnc(NC(=O)c2ccc(S(=O)(=O)N3CCCC(C)C3)cc2)s1 (configuration not stated)	1%	0%	19%	10	-3%	-3%	-9	1	9	3%
Cc1ccc(S(=O)(=O)NNC(=O)C(O)(c2ccccc2C)c2ccccc2C)cc1	3%	-3%	6%	-13	4%	-4%[46.1 µM]	-2	-11	-1	-3%
CC(C)(C)NS(=O)(=O)c1ccc(CCC(=O)NCc2cccnc2)cc1	-4%	1%	-16%	1	1%	1%	0	-45	4	1%
COc1cc(NC(=O)COC(=O)c2ccc(S(=O)(=O)N3CC(C)CC(C)C3)cc2)c(C)cc1[N+](=O)[O-] (configuration not stated)	-3%	1%	0%	-5	8%	6%	-8	-1	6	3%

One compound at a time, from the list above.
O=C(N/N=C/c1cccc([N+](=O)[O-])c1)c1ccc(COc2ccccc2-c2ccccc2)cc1 in the list: MLL CXXC-DNA inh = 1%; GALK inhibitor = 1%; Chronic BCR inh = -4%; Giardia kill = -2; AT treatment = -2%; TCR activator = 2%[46.1 µM]; TSHR antagonist = -19; hERG WT inh = -3; FBPA coupling cs = -1; Tb PFK inh = 10%
CC1(NC(=O)Cc2ccc(S(=O)(=O)N3CCOCC3)s2)CCS(=O)(=O)C1 (configuration not stated) in the list: MLL CXXC-DNA inh = nt; GALK inhibitor = nt; Chronic BCR inh = 1%; Giardia kill = -2; AT treatment = 4%; TCR activator = -3%; TSHR antagonist = 0; hERG WT inh = 5; FBPA coupling cs = nt; Tb PFK inh = 11%
